Screens (PubChem BioAssay)
DAT uptake mod: changed human dopamine transporter uptake under cocaine IC80; Q01959; LLC-PK1 hDAT cells, [14C]-dopamine uptake with cocaine IC80; actives deviate in either direction; B-score at 10 µM; hit rate 1.3% among 110,000; AID 449768;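 active means Z score or B-score, a plate-position-corrected score, falls beyond the plate's 99.7% confidence bounds, in either direction; inactive means both scores lie inside the 99.7% bounds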;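 further: scored against the spread of the other compound wells on the same plate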
Target sequence (Q01959 whole entry, looked up): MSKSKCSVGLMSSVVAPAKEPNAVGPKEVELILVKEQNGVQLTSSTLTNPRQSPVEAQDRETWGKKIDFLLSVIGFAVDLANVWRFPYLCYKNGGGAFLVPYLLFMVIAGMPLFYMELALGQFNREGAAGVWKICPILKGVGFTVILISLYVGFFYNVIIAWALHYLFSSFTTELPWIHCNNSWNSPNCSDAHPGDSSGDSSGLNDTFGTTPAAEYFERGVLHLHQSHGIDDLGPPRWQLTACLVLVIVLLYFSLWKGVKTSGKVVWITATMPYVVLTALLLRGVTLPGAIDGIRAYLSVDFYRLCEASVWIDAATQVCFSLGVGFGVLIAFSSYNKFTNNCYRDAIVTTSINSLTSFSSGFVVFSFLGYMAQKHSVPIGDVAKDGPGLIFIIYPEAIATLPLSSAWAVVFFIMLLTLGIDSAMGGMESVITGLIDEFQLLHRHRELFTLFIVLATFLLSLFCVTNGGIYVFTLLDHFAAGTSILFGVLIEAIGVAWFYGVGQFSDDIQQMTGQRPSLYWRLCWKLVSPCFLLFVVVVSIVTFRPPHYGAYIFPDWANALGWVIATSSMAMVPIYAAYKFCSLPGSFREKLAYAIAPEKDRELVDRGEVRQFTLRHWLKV
Ecoli WT expand: blocks growth of wild type E. coli BW25113. OD600 absorbance. growth inhibition, % at 100 µM. hit rate 0.15% among 98,000. AID 710;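 active means growth inhibition above about 50% at one test dose, limit read from the data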;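 further: growth measured after 20 h incubation at 37 °C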
HUVEC inhibit: inhibitors of human endothelial cell proliferation | HUVEC proliferation, CellTiter-Glo luminescence, 72 h; hits give low values | viability, % at 10 µM (by protocol) | hit rate 1.1% among 86,000 | AID 648;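 active means viability at or below 30%; inactive means viability above 30%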;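 further: 100% = median luminescence of DMSO-only cell control wells on each plate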
Fibroblast inh: blocks proliferation of human lung fibroblasts; hit rate 1.1% among 85,000; AID 719; viability, % at 10 µM; LL 47 human lung fibroblast viability, ATP luminescence; hits give low values;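 active means viability at or below 50% in the single dose screen; inactive means viability above 50%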;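 further: compound exposure lasted 72 h before the ATP readout; 100% = median luminescence of untreated cell-only wells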
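Material: human lung fibroblast line LL 47, low passage; Evaluation: viability percentage against median untreated-cell control; Buffer or medium: 15% FBS in IMEM; Incubation: 72 h compound exposure at 37 °C after overnight plating; Dosing: 0.1% DMSO in all compound wells; Measured by: CellTiter-Glo luminescence.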
S1P2 blocker: antagonists of human S1P2 receptor | O95136 | cell-based S1P2 antagonist assay, inhibition at 5 uM | inhibition, % at 5 µM | hit rate 0.21% among 97,000; in the data active means inhibition above about 45%;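 further: CRE beta-lactamase reporter cells expressing human S1P2 stimulated with S1P; 0% = agonist at EC80 alone and 100% = agonist plus reference antagonist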
Target sequence (O95136 whole entry, looked up): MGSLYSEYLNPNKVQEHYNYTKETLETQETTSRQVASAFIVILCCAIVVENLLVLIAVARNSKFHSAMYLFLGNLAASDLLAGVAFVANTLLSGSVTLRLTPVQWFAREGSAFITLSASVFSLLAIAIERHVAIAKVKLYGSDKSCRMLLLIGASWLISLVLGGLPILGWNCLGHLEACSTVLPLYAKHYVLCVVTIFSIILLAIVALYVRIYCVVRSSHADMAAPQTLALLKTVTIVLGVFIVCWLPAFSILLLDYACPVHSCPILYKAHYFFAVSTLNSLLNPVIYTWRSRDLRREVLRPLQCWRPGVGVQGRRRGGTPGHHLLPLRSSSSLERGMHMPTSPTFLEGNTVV
PostGolgi yeast: growth inhibition of a yeast mutant, post-Golgi transport screen; hit rate 0.9% among 98,000; post-Golgi transport phenotypic cell assay; inhibition, % at 10 µM; AID 739;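 further: yeast cells grown in 1536-well plates; yeast grown about 18 h at 30C before absorbance read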
H69AR growth 86K: growth inhibitors of human H69AR lung tumor cells. viability, % at 10 µM. hit rate 6% among 85,000. H69AR lung tumor viability, ATP luminescence, 72 h; hits give low values. AID 598;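 active means viability at or below 40%; inactive means viability above 40%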;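 further: multidrug resistant small cell line overexpressing MRP-1 efflux transporter; 100% = mean luminescence of untreated control wells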
S1P2 agonist: activates the human S1P2 receptor | O95136 | S1P2-expressing cell line, agonist reporter read-out | activation, % at 4.5 µM | hit rate 0.46% among 97,000 | AID 729; in the data active means activation above about 16%;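 further: 0% = vehicle low control and 100% = maximal reference agonist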
PostGolgi ctrl: growth of the yeast control strain, post-Golgi counter-screen | efflux-deficient yeast background strain, growth absorbance A615, 16 h | inhibition, % at 10 µM | hit rate 5% among 98,000
* = called active by the depositor; . = no result given. Unless noted, no stated cut-off is given here; in the data, active means inhibition above about 30%; inactive means the rest.

| nr | structure | S1P2 agonist | HUVEC inhibit | Fibroblast inh | H69AR growth 86K | S1P2 blocker | DAT uptake mod | PostGolgi ctrl | PostGolgi yeast | Ecoli WT expand |
| --- | --- | --- | --- | --- | --- | --- | --- | --- | --- | --- |
| 1 | COCC(=O)Nc1sc2c(c1C(=O)OC)CCCC2 | -2 | 74 | 102 | 92 | 0 | -0.16 | 5 | -10 | -13 |
| 2 | C/C(CC(O)c1ccc2ccccc2n1)=N/O (configuration not stated) | 0 | 86 | 101 | 98 | 1 | 0.76 | 6 | -4 | 9 |
| 3 | CN1CCN(C2=Nc3ccccc3Oc3ccc(Cl)cc32)CC1 | . | 75 | 93 | 56 | . | 0.34 | . | . | . |
| 4 | CCCCn1c(CNC(=O)CC)nc2ccccc21 | . | 96 | 92 | 87 | . | . | 7 | 6 | 7 |
| 5 | Cc1cc(NS(=O)(=O)c2ccc(NC(=O)c3ccco3)cc2)nc(C)n1 | -3 | 105 | 92 | 100 | -9 | -0.45 | 2 | 18 | -7 |
| 6 | O=C(CCSc1ccccc1)N1CCOCC1 | 0 | 97 | 99 | 88 | -22 | -0.23 | 4 | -6 | 0 |
| 7 | COc1ccc(CC(NC(C)=O)C(=O)N2CCN(C(=O)Nc3ccc(Cl)cc3)CC2)cc1OC (configuration not stated) | -4 | . | . | . | 8 | 0.0099 | 8 | 1 | -1 |
| 8 | CCOc1ccccc1N(CC(=O)OC)S(C)(=O)=O | -5 | 103 | 106 | 95 | 1 | 0.026 | -10 | 2 | -6 |
| 9 | COc1ccc(CN(CC(=O)NCC2CCCO2)C(=O)CNS(=O)(=O)c2ccc(C)cc2)cc1 (configuration not stated) | -8 | 94 | 99 | 93 | 11 | -0.36 | -1 | 2 | -5 |
| 10 | O=C(CN1C(=O)CSc2ccccc21)NCCC1=CCCCC1 | -8 | 117 | 101 | 94 | 5 | . | 10 | 7 | -3 |
| 11 | O=C1N=C2SCCN2/C1=C\c1ccccc1Cl | -6 | . | . | . | 12 | -0.012 | 26 | 2 | 2 |
| 12 | O/N=C1\CC/C(=N\O)c2nn(-c3ccccc3Cl)nc21 | -11 | 77 | 47* | . | 5 | -0.61 | 10 | 1 | -1 |
| 13 | c1ccc(-c2cc3c(nn2)CCc2nonc2-3)cc1 | -3 | 106 | 108 | 92 | -3 | -0.19 | 2 | -2 | -4 |
| 14 | C(=C\c1ccccc1)/CSc1nnc(-c2ccccc2)n1Cc1ccco1 | 53* | 43 | 47* | 18* | -10 | -1 | 29 | -3 | -13 |
| 15 | Cc1ccccc1S(=O)(=O)Cc1ccc(C(=O)N2CC(C)CC(C)C2)o1 (configuration not stated) | -5 | 113 | 98 | 99 | 9 | -0.45 | 19 | 8 | 2 |
| 16 | CC(C)NC(=O)N(O)C1N(Cc2ccc3c(c2)OCO3)C(=S)SC1(C)C (configuration not stated) | -7 | 103 | 94 | 97 | -11 | 0.014 | 1 | -6 | 4 |
| 17 | CS(=O)(=O)N1CCCC(C(=O)NCc2ccco2)C1 (configuration not stated) | -6 | 109 | 105 | 98 | -1 | 0.00067 | 0 | -7 | 5 |
| 18 | CCN(CC)S(=O)(=O)c1ccc(-c2nnc(SC)o2)cc1 | -5 | 97 | 102 | 104 | -3 | -1.4 | 8 | -4 | 2 |
| 19 | CN(C)S(=O)(=O)c1ccc(NC(=O)c2cc(F)c(F)cc2Cl)cc1 | -6 | 92 | 94 | 86 | 9 | 0.12 | 4 | 3 | 7 |
| 20 | O=C(CC1SC2=NCCN2C1=O)Nc1ccccc1 (configuration not stated) | -9 | 98 | 98 | 95 | 21 | 0.044 | 2 | 2 | 4 |
| 21 | O=C(N/N=C1\CCCc2ccccc21)c1ccc([N+](=O)[O-])cc1 | -2 | 89 | 92 | 90 | -4 | -1 | . | . | . |
| 22 | CCc1ccc(C(=O)NC2CCCCC2)s1 | . | 93 | 99 | 103 | . | -0.3 | -3 | -1 | 3 |
| 23 | COc1ccc(Br)cc1S(=O)(=O)N(CC(=O)N1CCOCC1)c1ccccc1 | -2 | . | . | . | 1 | -0.079 | -1 | -10 | 6 |
| 24 | CCN(CC)CC(=O)N1c2ccccc2Sc2ccc(Cl)cc21 | -6 | 96 | 98 | 68 | 8 | -0.32 | . | . | . |

Record cards, from the list above:
`CCc1ccc(C(=O)NC2CCCCC2)s1` is entered as S1P2 agonist = .; HUVEC inhibit = 93; Fibroblast inh = 99; H69AR growth 86K = 103; S1P2 blocker = .; DAT uptake mod = -0.3; PostGolgi ctrl = -3; PostGolgi yeast = -1; Ecoli WT expand = 3
`CN1CCN(C2=Nc3ccccc3Oc3ccc(Cl)cc32)CC1` is entered as S1P2 agonist = .; HUVEC inhibit = 75; Fibroblast inh = 93; H69AR growth 86K = 56; S1P2 blocker = .; DAT uptake mod = 0.34; PostGolgi ctrl = .; PostGolgi yeast = .; Ecoli WT expand = .

S1P2 agonist: entries above that show a hit.
nr	canonical_smiles	S1P2 agonist	S1P2 blocker	DAT uptake mod
14	C(=C\c1ccccc1)/CSc1nnc(-c2ccccc2)n1Cc1ccco1	53*	-10	-1

The results go on:
| nr | structure | S1P2 agonist | HUVEC inhibit | Fibroblast inh | H69AR growth 86K | S1P2 blocker | DAT uptake mod | PostGolgi ctrl | PostGolgi yeast | Ecoli WT expand |
| --- | --- | --- | --- | --- | --- | --- | --- | --- | --- | --- |
| 25 | Cc1noc(C)c1S(=O)(=O)N(CC(=O)N1CCc2ccccc21)c1ccc(C(C)C)cc1 | -3 | 82 | 85 | 85 | -15 | -0.76 | 1 | -7 | -4 |
| 26 | COc1cccc(-n2nnnc2SCC(=O)c2ccc(NC(C)=O)cc2)c1 | -7 | 83 | 93 | 67 | 19 | -1.5 | 8 | 22 | -4 |
| 27 | CC(C)CNC(=O)c1cccc(NC(=O)c2ccc(NC(=O)c3ccco3)cc2)c1 | -3 | 75 | 82 | 28* | 2 | -0.32 | -11 | 13 | -2 |
| 28 | CC(=O)Nc1ccc(Cl)c(C(N)=O)c1 | -1 | 84 | 98 | 94 | -1 | 0.28 | 0 | 4 | -1 |
| 29 | CC1CN(C(=O)CN2C(=O)c3ccccc3S2(=O)=O)CC(C)O1 (configuration not stated) | 0 | 108 | 101 | 101 | 14 | -0.82 | 14 | -1 | 4 |
| 30 | Cc1ccc(C)c(NS(=O)(=O)c2cc(C(=O)Nc3ccccc3-c3ccccc3)ccc2C)c1 | 1 | . | . | . | 1 | 0.0078 | 11 | 1 | -18 |
| 31 | CCCCNC(=O)N1CCOCCOCCN(C(=O)NCCCC)CCOCCOCC1 | -7 | 97 | 94 | 101 | 7 | 0.32 | 2 | -2 | -12 |
| 32 | CC1(C)Cc2c(sc3c2c(=N)n(Cc2ccco2)c(=O)n3CC(=O)Nc2ccccc2)CO1 | -1 | 92 | 94 | 103 | -8 | 0.86 | 5 | -8 | -8 |
| 33 | Cc1nn(Cc2ccc(C(=O)Nc3ccc(C(=O)OC(C)C)cc3)o2)c(C)c1Cl | -4 | 49 | 86 | 67 | -12 | -0.63 | 1 | -8 | -15 |
| 34 | CSCCC(NC(=O)c1ccco1)C(=O)NCc1ccc(F)cc1 (configuration not stated) | -3 | . | . | . | 7 | 0.0073 | -2 | -2 | -3 |
| 35 | O=C(c1cnc2n(c1=O)CCS2)N1CCN(C(c2ccccc2)c2ccc(Cl)cc2)CC1 (configuration not stated) | -2 | . | . | . | 18 | 0.087 | 7 | 5 | 0 |
| 36 | COC(=O)c1ccc(NC(=O)CN2CCCC2)cc1 | -5 | 98 | 93 | 90 | 18 | -0.14 | 13 | -4 | 7 |

6 structures already listed, arranged by SMILES length, rising.
| nr | structure | S1P2 agonist | HUVEC inhibit | Fibroblast inh | H69AR growth 86K | S1P2 blocker | DAT uptake mod | PostGolgi ctrl | PostGolgi yeast | Ecoli WT expand |
| --- | --- | --- | --- | --- | --- | --- | --- | --- | --- | --- |
| 28 | CC(=O)Nc1ccc(Cl)c(C(N)=O)c1 | -1 | 84 | 98 | 94 | -1 | 0.28 | 0 | 4 | -1 |
| 29 | CC1CN(C(=O)CN2C(=O)c3ccccc3S2(=O)=O)CC(C)O1 (configuration not stated) | 0 | 108 | 101 | 101 | 14 | -0.82 | 14 | -1 | 4 |
| 26 | COc1cccc(-n2nnnc2SCC(=O)c2ccc(NC(C)=O)cc2)c1 | -7 | 83 | 93 | 67 | 19 | -1.5 | 8 | 22 | -4 |
| 27 | CC(C)CNC(=O)c1cccc(NC(=O)c2ccc(NC(=O)c3ccco3)cc2)c1 | -3 | 75 | 82 | 28* | 2 | -0.32 | -11 | 13 | -2 |
| 35 | O=C(c1cnc2n(c1=O)CCS2)N1CCN(C(c2ccccc2)c2ccc(Cl)cc2)CC1 (configuration not stated) | -2 | . | . | . | 18 | 0.087 | 7 | 5 | 0 |
| 32 | CC1(C)Cc2c(sc3c2c(=N)n(Cc2ccco2)c(=O)n3CC(=O)Nc2ccccc2)CO1 | -1 | 92 | 94 | 103 | -8 | 0.86 | 5 | -8 | -8 |

Later entries
| nr | structure | S1P2 agonist | HUVEC inhibit | Fibroblast inh | H69AR growth 86K | S1P2 blocker | DAT uptake mod | PostGolgi ctrl | PostGolgi yeast | Ecoli WT expand |
| --- | --- | --- | --- | --- | --- | --- | --- | --- | --- | --- |
| 37 | CCn1c(Cc2ccccc2)nnc1SCC(=O)NC1CC1 | -2 | 91 | 122 | 93 | 0 | -0.58 | . | . | . |
| 38 | COc1ccc(N/C(N)=N/c2nc(CSc3ccc(C)cc3)cc(=O)[nH]2)cc1 | -6 | 90 | 91 | 78 | 17 | . | 0 | -1 | -6 |
| 39 | Cc1ccc(C2NC(=O)c3c(sc4c3CCN(C)C4)N2)o1 (configuration not stated) | -2 | 98 | 112 | 61 | 11 | -1.5 | -1 | 32* | -5 |
| 40 | Clc1ccc(Cn2nnc(-c3ccc(CN4CCOCC4)cc3)n2)cc1 | -4 | 86 | 100 | 100 | 8 | 1.2 | 51* | 82* | 19 |
| 41 | O=C(CSc1ncnc2sc3c(c12)CCCCC3)NCc1ccco1 | 3 | 59 | 71 | 27* | -23 | -0.53 | 20 | -4 | 3 |
| 42 | O=C(CNC(=O)c1ccco1)Nc1cc(Cl)ccc1N1CCOCC1 | -3 | 93 | 93 | 95 | -8 | -0.6 | -3 | -1 | -13 |
| 43 | COc1ccc(NC(=O)CN2CCN(C3c4ccccc4-c4ccccc43)CC2)cc1 | -11 | 82 | 96 | 78 | 1 | 0.093 | 14 | -16 | -7 |
| 44 | O=C(CSc1ncnc2c1cnn2-c1ccccc1)Nc1ccccc1 | -5 | 87 | 84 | 84 | -33 | -0.0075 | 23 | -4 | 0 |
| 45 | O=C(Nc1nccs1)c1ccc(COc2ccc(Cl)cc2)o1 | -9 | 74 | 93 | 101 | 1 | 0.6 | 7 | -6 | -6 |
| 46 | CCC(C)(C)NC(=O)Cc1ccc(OC)c(OC)c1 | 0 | 102 | 107 | 86 | 2 | 0.1 | 11 | -2 | 4 |
| 47 | Cc1ccc(C2CCN(C(=O)Nc3ccccc3)C2)cc1 (configuration not stated) | -7 | 120 | 103 | 99 | 0 | -0.32 | 42* | 7 | 14 |
| 48 | Cc1ccccc1Cn1ccc(-c2ccc3c(c2)OCO3)n1 | 2 | . | . | . | -11 | -1 | 15 | -1 | 0 |
| 49 | Cc1ccc(NC(=O)C2CCN(S(=O)(=O)c3c(C)[nH]c(=O)[nH]c3=O)CC2)cc1 | -6 | . | . | . | 8 | 0.96 | 7 | 6 | -6 |
| 50 | COC(=O)c1cc(Br)c(=O)n(CCN(C(C)C)C(C)C)c1 | -2 | 101 | 106 | 107 | 11 | 0.94 | 4 | 6 | -5 |
| 51 | O=C(COC(=O)CCc1nc2ccccc2s1)Nc1ccc(S(=O)(=O)N2CCOCC2)cc1 | . | 92 | 91 | 89 | . | 0.92 | . | . | . |
| 52 | O=S(=O)(N/N=C\c1ccc(-c2ccccc2Cl)o1)c1ccccc1 | -6 | 80 | 96 | 86 | 4 | 1 | . | . | . |
| 53 | CCOC(=O)c1ccc(NC(=O)CSc2nc(NC(=O)c3ccccc3)c3c(C)c(C)oc3n2)cc1 | 0 | 93 | 97 | 22* | 4 | 1.6 | 21 | 8 | -20 |
